DSG3 Ab inh: blocks pemphigus antibody binding to human desmoglein-3; P32926; DSG3-coupled beads, scFv-anti-DSG3-GFP binding, flow cytometry; active compounds read low; binding (percent of control), % at 10 µM; 0.48% of 310,000 active; AID 588358;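 active = binding more than 3 SD below its plate's average and above zero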;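 note: hits lower antibody fragment binding to DSG3; some compounds called inactive have numbers as strong as hits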
Target sequence (P32926 whole entry, looked up, the tested form may be a part): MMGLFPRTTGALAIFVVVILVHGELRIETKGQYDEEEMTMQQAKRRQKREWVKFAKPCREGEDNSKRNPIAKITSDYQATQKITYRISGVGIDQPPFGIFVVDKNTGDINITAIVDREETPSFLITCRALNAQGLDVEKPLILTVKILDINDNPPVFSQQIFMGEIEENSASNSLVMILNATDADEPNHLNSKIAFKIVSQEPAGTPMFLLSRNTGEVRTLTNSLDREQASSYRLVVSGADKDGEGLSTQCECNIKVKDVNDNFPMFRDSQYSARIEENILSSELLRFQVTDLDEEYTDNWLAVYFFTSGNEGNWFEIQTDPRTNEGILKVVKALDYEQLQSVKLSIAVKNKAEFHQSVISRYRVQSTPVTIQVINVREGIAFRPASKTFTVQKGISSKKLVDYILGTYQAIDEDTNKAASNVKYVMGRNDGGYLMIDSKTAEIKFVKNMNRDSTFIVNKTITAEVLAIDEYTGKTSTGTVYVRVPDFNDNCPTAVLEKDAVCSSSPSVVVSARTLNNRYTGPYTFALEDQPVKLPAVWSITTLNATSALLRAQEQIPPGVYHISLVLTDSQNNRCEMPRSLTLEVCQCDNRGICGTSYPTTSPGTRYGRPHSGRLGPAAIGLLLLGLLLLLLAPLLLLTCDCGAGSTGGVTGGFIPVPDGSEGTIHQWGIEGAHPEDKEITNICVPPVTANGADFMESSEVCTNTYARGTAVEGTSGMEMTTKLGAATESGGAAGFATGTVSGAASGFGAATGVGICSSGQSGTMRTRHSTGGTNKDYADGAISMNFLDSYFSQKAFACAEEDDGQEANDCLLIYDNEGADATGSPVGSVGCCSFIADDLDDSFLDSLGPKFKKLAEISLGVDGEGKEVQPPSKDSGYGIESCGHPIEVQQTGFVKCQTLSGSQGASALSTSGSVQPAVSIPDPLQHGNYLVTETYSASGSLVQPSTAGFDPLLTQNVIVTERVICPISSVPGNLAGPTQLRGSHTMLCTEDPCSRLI
V-ATPase pH: yeast V-ATPase proton transport regulation by pHLuorin | S. cerevisiae, pHLuorin cytosolic pH fluorescence | response, % at 10 µM | 0.37% of 350,000 active; in the data active = response mostly above about 7.3%, no sharp cut-off; inactive = mostly below about 5.4%; note: actives read high; inactives centre near 0; some compounds called inactive have numbers as strong as hits; reference of the scale not given here
Wnt bcat act: activators of Wnt/beta-catenin signaling; activation, % at 9.35 µM; 1.2% of 300,000 active; Wnt/beta-catenin reporter cell assay, activator, plate reader; in the data active = activation above about 30%, passing the limit was not always enough;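 note: 0% = neutral control wells and 100% = positive control wells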
Active calls of the source: *; . = not tested or not shown.

SMILES	DSG3 Ab inh	V-ATPase pH	Wnt bcat act
CCOC(=O)[C@]12Cc3c(cc(OC)c(OC)c3OC)[C@H]1N(C1CCCCC1)C(=O)c1ccccc12	.	.	-3.1
O=C(NCCN1CCC2(CC1)C(=O)NCN2c1ccccc1)c1ccccc1F	.	.	-2.5
COc1ccc(-n2nnnc2C(c2cccs2)N2CCC(n3c(=O)[nH]c4ccccc43)CC2)cc1 (stereo not drawn)	.	.	-7.0
O=c1[nH]c2ccccc2n1C1CCN(C(c2cc3ccccc3o2)c2nnnn2Cc2ccccc2)CC1 (stereo not drawn)	.	.	-1.1
O=C1NCN(c2ccccc2)C12CCN(C(c1ccccc1OC(F)(F)F)c1nnnn1C1CCCC1)CC2 (stereo not drawn)	.	.	-1.4
CCn1cc(CN2CCCC(C(=O)c3cccc(C(F)(F)F)c3)C2)cn1 (stereo not drawn)	.	.	-2.5
COc1cccc(C(=O)NCCN2CCC3(CC2)C(=O)NCN3c2ccccc2)c1	.	.	1.6
Oc1cccc2cccnc12	.	.	-23.0
O=C(/C=C/c1ccccc1)N1Cc2ccccc2-n2nncc2C1	.	-1.9	0.4
C[C@H]1CN([C@@H](C)CO)C(=O)CCCn2nncc2CO[C@H]1CN(C)C(=O)Oc1cccc2ccccc12	.	1.5	-0.7
C[C@H](CO)N1C[C@H](C)[C@H](CN(C)C(=O)Oc2cccc3ccccc23)OCc2cnnn2CCCC1=O	.	3.4	-1.5
C[C@H]1CN([C@@H](C)CO)C(=O)CCCn2nncc2CO[C@@H]1CN(C)C(=O)Oc1ccccc1	.	-0.4	3.0
COc1cccc(CN2CCN(c3ccc(F)cc3)CC2)c1OC	96.9	.	-2.1
CC1CN2C(=O)C1(c1ccccc1)C(=O)NC2=S (stereo not drawn)	106.8	0.3	-1.6
Cc1cc(C)c(S(=O)(=O)N2Cc3ccccc3-n3nncc3C2)c(C)c1	98.7	2.3	-1.1
C[C@@H]1CN([C@H](C)CO)C(=O)CCCn2nncc2CO[C@@H]1CN(C)C(=O)Oc1ccccc1	100.5	2.0	0.1
O=C(NCC1=C(c2ccc3ccccc3c2)C[C@@H]2CC[C@H]1N2Cc1ccco1)c1nccs1	111.5	3.9	-1.9
O=C(NCC1=C(c2cccc3ccccc23)C[C@@H]2CC[C@H]1N2Cc1ccco1)c1ccncc1	97.9	0.5	-2.3
O=C(NCC1=C(c2cccc3ccccc23)C[C@@H]2CC[C@H]1N2Cc1ccco1)c1cccnc1	104.8	3.0	-1.1
COc1ccc(-n2c(=S)[nH]c3ccc(C)cc3c2=O)cc1	109.5	0.3	-2.6
COC(=O)C1=C(c2ccc(OCc3ccccc3)cc2)C[C@@H]2CC[C@H]1N2C(=O)NCc1ccc2[nH]ccc2c1	105.0	0.2	-1.7
CC(=O)O[C@H]1CC[C@]2(C)C3CC[C@@]4(C)C(C[C@@H](O)[C@@H]4O)C3[C@@H](OC(C)=O)C[C@H]2C1 (stereo partly drawn)	103.1	0.9	1.2
CCOCCCNC(=O)Cn1nc(-c2ccc(OC)c(OC)c2)ccc1=O	94.7	0.0	0.4
Cc1cccc(OCC(O)CN2CC2)c1 (stereo not drawn)	106.5	0.8	-3.4
CS(=O)(=O)c1ccc(C2=C(CNC(=O)c3ccncc3)[C@H]3CC[C@@H](C2)N3Cc2ccccc2)cc1	115.8	-3.5	-1.0
CC(C)S(=O)(=O)N1Cc2ccccc2-n2nncc2C1	100.2	0.3	-0.9
Cc1ccccc1NC(=O)N1Cc2ccccc2-n2nncc2C1	98.4	0.3	0.3
C=CCOC(=O)N1Cc2ccccc2-n2nncc2C1	99.7	-0.2	-1.0
O=C1CC(N2CC2)C(=O)N1c1ccccc1 (stereo not drawn)	104.7	5.2	-0.3
CN1C2CNC(=O)CC1C1CCC2C1 (stereo not drawn)	104.7	-2.0	-3.8
O=c1c2ccccc2nc(CBr)n1-c1ccc(Cl)cc1	98.7	-3.9	-1.0
CC(C)NC1C2CCC(CC2)C1(O)c1ccc(Cl)c(Cl)c1 (stereo not drawn)	102.0	-1.5	-6.3
O=C1Nc2ccccc2Oc2ccccc21	99.6	0.0	-0.9
COc1ccc2c(c1)C1(C)CCN(C)CC(C1)C2O (stereo not drawn)	110.1	-1.1	-2.0
COc1cc(CNCCc2c[nH]c3ccccc23)cc(OC)c1OC	100.3	1.7	0.6
COc1ccc(-n2c(-c3ccccc3F)nc3ccccc3c2=O)cc1	107.2	1.7	-3.1

The list is partial; rates above refer to the full screens.
